# PG9 binder: binders of HIV-1 gp120 antibody PG9, primary screen, biochemical, TR-FRET | TR-FRET gp120-PG9 antibody binding | inhibition, % at 6.7 µM | hit rate 0.43% among 360,000; in the data active = inhibition above about 8.5%
# TCR CD3 inh: inhibitors of human TCR-CD3 interaction, primary screen, biochemical, fluorescence, TAMRA-labeled TCR probe | inhibition, % at 9.4 µM | hit rate 0.37% among 360,000 | AID 651800, 2012; in the data active = inhibition above about 19%;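 also: recombinant mutant TCR 2C K166C tagged with TAMRA read by polarization; 0% = receptor in buffer alone and 100% = receptor with positive control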
# MBD2 inh: inhibitors of MBD2 binding to methylated DNA, primary screen, biochemical, TR-FRET, DNA-binding domain, human; MBD2 binding to methylated oligonucleotide; inhibition, % at 4.4 µM; hit rate 0.31% among 370,000; AID 686964, 2013; in the data active = inhibition above about 13%
# LEDGF integ inh: blockers of LEDGF/p75-dependent integrase strand transfer – biochemical, TR-FRET, high throughput, primary screen. HIV-1 integrase (with human LEDGF/p75). TR-FRET IN-LEDGF/p75 DNA integration, Eu/Cy5. inhibition, % at 3.7 µM. hit rate 0.64% among 370,000;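 active = inhibition above the screen-wide mean plus 3 SD, cut at about 13% in these data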;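 also: signal is the Cy5 over europium emission ratio at 671 and 618 nm; 0% = plate median of compound wells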
# HTRA1 inh: HTRA1 serine protease inhibitors, primary screen, biochemical, fluorescence polarization, HTS; recombinant HTRA1, FP-rhodamine activity-based probe; inhibition, % at 5.96 µM; hit rate 0.5% among 340,000; AID 504803, 2011; in the data active = inhibition above about 36%;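 also: 0% = enzyme with DMSO and 100% = wells lacking enzyme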
# Rev-erbA mod: modulators of Rev-erb alpha DNA binding, primary screen, biochemical, FITC-DNA, fluorescence polarization, uHTS. Nuclear receptor subfamily 1 group D member 1 (Homo sapiens), P20393. Rev-erbα–FITC-DNA binding, 90 min. activity, % at 10 µM. hit rate 0.79% among 370,000. AID 1259318, 2017;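 active = activity above about 14%, limit read from the data; passing the limit was not always enough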;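 also: 0% = DMSO wells with 35 nM protein and 100% = DMSO wells with 750 nM protein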
# rCAG binder: binders of r(CAG) RNA repeats, primary screen, biochemical, fluorescence; r(CAG) RNA repeat, TO-PRO-1 dye displacement fluorescence; inhibition, % at 3 µM; hit rate 1.3% among 370,000; AID 651821, 2012;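 active = inhibition above the plate cutoff, the mean of all test compounds on that plate plus 3 SD, cut at about 35% in these data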;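 also: 0% = DMSO alone and 100% = 100 µM mitoxantrone as full dye displacement; higher means more dye released from RNA so lower well fluorescence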
# PRMT1 inh: PRMT1 methyltransferase inhibitors, primary screen, biochemical, fluorescence polarization | AID 652257, 2013 | Protein arginine N-methyltransferase 1 (Homo sapiens), Q99873 | recombinant PRMT1, activity-based probe fluorescence polarization | hit rate 1.3% among 370,000 | inhibition, % at 2.79 µM;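 active = inhibition above about 21% made by adding two undisclosed values, limit read from the data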
# Target sequence (Q99873 whole entry, looked up): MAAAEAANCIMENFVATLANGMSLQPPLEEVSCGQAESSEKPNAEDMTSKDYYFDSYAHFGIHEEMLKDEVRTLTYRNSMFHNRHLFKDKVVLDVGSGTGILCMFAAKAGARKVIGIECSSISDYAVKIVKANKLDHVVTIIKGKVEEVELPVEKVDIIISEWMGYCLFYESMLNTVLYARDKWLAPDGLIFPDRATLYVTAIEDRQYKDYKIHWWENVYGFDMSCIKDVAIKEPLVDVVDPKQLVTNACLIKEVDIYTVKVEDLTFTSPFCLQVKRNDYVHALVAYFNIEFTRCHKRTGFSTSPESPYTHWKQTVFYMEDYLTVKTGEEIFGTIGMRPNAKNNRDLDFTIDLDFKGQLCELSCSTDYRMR
# UHRF1 MBD2 ctr: UHRF1 methylated DNA binding inhibitors, primary screen, counter-screen for MBD2 inhibitor project, biochemical, TR-FRET, human UHRF1, single concentration; E3 ubiquitin-protein ligase UHRF1 (Homo sapiens), Q96T88; UHRF1 binding to methylated oligo; inhibition, % at 4.4 µM; hit rate 0.75% among 370,000; AID 687016, 2013; in the data active = inhibition above about 21%;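 also: UHRF1 SRA domain binding a hemimethylated CpG hairpin DNA probe; 0% = median of test compound wells and 100% = reference inhibitor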
# mABHD4 FP: ABHD4 inhibitors, primary screen, biochemical, fluorescence polarization, mouse; (Lyso)-N-acylphosphatidylethanolamine lipase (Mus musculus), Q8VD66; AID 720543, 2013; purified mABHD4, FP-Rh probe fluorescence polarization; inhibition, % at 8.92 µM; hit rate 0.54% among 370,000;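 active = inhibition exceeding the mean over every tested compound plus 3 SD, cut at about 30% in these data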;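 also: 0% = plate median of compound wells and 100% = S159A mutant with DMSO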
# Target sequence (Q8VD66 whole entry, looked up): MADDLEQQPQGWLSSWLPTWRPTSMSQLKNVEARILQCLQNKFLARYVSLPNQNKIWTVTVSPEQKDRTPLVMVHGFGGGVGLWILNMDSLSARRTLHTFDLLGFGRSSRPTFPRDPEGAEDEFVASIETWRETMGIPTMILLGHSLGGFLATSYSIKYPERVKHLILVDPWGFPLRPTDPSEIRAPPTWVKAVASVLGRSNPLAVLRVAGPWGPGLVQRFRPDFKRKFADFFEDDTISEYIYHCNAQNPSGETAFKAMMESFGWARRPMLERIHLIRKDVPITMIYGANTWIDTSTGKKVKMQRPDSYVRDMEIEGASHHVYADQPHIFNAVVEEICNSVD
#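 Test system: mouse ABHD4 enzyme, wild type. Reagent: FP-Rh fluorescent activity-based probe, added after compound pre-incubation. Timing: pre-incubation 45 min, probe exposure 60 min, at 25 °C. Technique: FP readout, ex 525 nm / em 598 nm. Benchmarks: high control S159A mutant with DMSO, low control median of compound wells.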
# * = called active by the depositor; i = inactive; · = no result given; & = joins results of further samples. The list is partial; count on the stated rates, not on these rows.
SMILES,PG9 binder,TCR CD3 inh,MBD2 inh,LEDGF integ inh,HTRA1 inh,Rev-erbA mod,rCAG binder,PRMT1 inh,UHRF1 MBD2 ctr,mABHD4 FP
Cc1ccc(-c2nc3ncccc3o2)cc1NC(=S)NC(=O)c1ccco1,-0.7,10,-2,-2,1,-2,3,-1,-3,5
CCn1ncc([C@@H]2C[C@H]3CN(Cc4cccc(Cl)c4)C(=O)[C@]34CCCN24)c1C,-2.9,-4,0,-1,·,2,-11,2,2,-1
CC1(C)Cc2c(cnn2-c2ccc(F)cc2)C(NC(=O)c2ccco2)C1 (stereo not given),0.6,1,-4,3,0,3,-6,-2,-2,1
O=C(COc1ccc(NS(=O)(=O)c2ccc(F)cc2)cc1)N1CCOCC1,-0.5,-9,3,-2,-10,-3,-2,6,3,8
O=C(NC1CCCCC1)C(c1ccco1)N(C(=O)c1csnn1)c1ccccc1 (stereo not given),0.6,-1,-1,3,8,-2,-1,-1,0,1
C/C(=N/O)c1ccc2c(c1)OCCOCCOc1cc(/C(C)=N/O)ccc1OCCOCCO2,-0.9,5,-4,-2,-1,0,1,-1,-1,3
C[C@H](CO)N1C[C@H](C)[C@@H](CN(C)C(=O)Nc2ccccc2)Oc2cc(Br)ccc2S1(=O)=O,-0.6,0,1,2,-12,-1,3,2,2,13
O=C(CCCn1c(=S)[nH]c2ccsc2c1=O)Nc1ccc(F)cc1,-1.5,-7,-3,4,-1,4,10,-4,2,0
COc1ccc(CN2C(=O)CCC2(C)C(=O)NC2CCCCCC2)cc1 (stereo not given),0.4,5,1,0,9,-2,-6,-3,-2,2
O=C1CCCN1C(=O)CCC(=O)N1CCCC1=O,-0.1,9,-3,-2,-3,1,2,-1,0,-6
CC(=O)N(c1ccccc1)C1SC(=O)N(c2ccccc2)C1=O (stereo not given),-0.3,5,-2,-5,-4,-2,-4,13,-1,5
CC1(C(=O)O)CCCN1C(=O)c1ccccc1OC(F)(F)F (stereo not given),0.5,3,2,2,·,-8,0,0,0,-7
Cc1cc([N+](=O)[O-])nn1CCCC(=O)NCc1ccccc1,0.3,2,-1,-2,-7,-6,-4,-1,-2,-4
Cc1nnc(-c2ccccc2)nc1N(C)C,1.4,-3,-2,-1,-1,5,-5,-3,0,-2
O=C(COC(=O)CNS(=O)(=O)c1ccccc1)Nc1ncc(Cl)cc1Cl,-0.3,2,-4,0,3,-10,5,2,-1,9
CC1CCCCN1C(=O)CSc1nc(N)cc(=O)[nH]1 (stereo not given),-0.6,-1,-3,-4,0,2,0,0,-1,-5
O=C(CCCN1C(=O)c2ccccc2C1=O)Nc1nc2ccccc2[nH]1,-1.6,-1,-1,-2,1,-3,1,0,2,-1
CCc1cccc(N(C(=O)c2csnn2)C(C(=O)NC2CCCCC2)c2ccncc2)c1 (stereo not given),0.6,-2,7,-3,6,1,-1,10,2,-8
CCCCN(CC(=O)Nc1cccc(S(=O)(=O)N2CCCC2)c1)Cc1nc2ccccc2c(=O)[nH]1,0.2,-11,3,-9,-23,-9,7,3,-1,2
CC1(c2ccc(Cl)cc2)NC(=O)N(CC(=O)c2ccc3c(c2)OCO3)C1=O (stereo not given),0.8,10,-4,2,-7,2,1,3,-1,12
C=C[C@@H]1c2cccc(C)c2N(S(=O)(=O)c2ccc(C)cc2)[C@H](c2ccc(OC(C)=O)cc2)C1(C#N)C#N,1.4,-2,0,-1,-27,-1,8,-4,0,-11
CCOc1c2ccc(C(=O)NC3CCCc4ccccc43)cc2nn1C (stereo not given),0.0,1,0,3,-4,-1,-6,0,2,-6
COc1ccc2cc(C(=O)C3CCCN(C(=O)C4=NN(C)C(=O)CC4)C3)ccc2c1 (stereo not given),1.3,-5,-5,-3,6,-3,-6,4,-1,1
O=C(O)C(=Cc1ccnc2ccccc12)C(=O)O,-1.1,2,1,0,14,0,2,-1,-1,6
Cc1ccc(/C=C/C(=O)NCc2cccs2)c(C)c1,0.9,-7,1,-4,0,0,-3,3,6,-9
COc1cc(C2CC(=O)Nc3cc(C)c(C)cc32)cc(OC)c1OC (stereo not given),-0.1,9,-6,1,-4,-5,-7,-2,-3,-5
N#Cc1ccc(C(C(=O)NC2CCCCC2)n2c(=O)c(-c3ccco3)nc3ccccc32)cc1 (stereo not given),-0.8,3,-1,1,·,2,27,22*,-3,-3
O=C(NC(=S)NC1CCCc2ccccc21)c1ccco1 (stereo not given),1.3,-4,-7,-4,-24,-1,-2,1,-1,-12
O=C(COC(=O)CCC(=O)c1ccccc1)NCCc1ccccc1,-3.5,-4,2,1,-2,-1,-6,-2,-1,1
Cc1noc(C)c1NC(=O)N(C)C[C@@H]1Oc2ncc(Br)cc2C(=O)N([C@@H](C)CO)C[C@H]1C,-1.0,1,10,-5,0,5,2,6,5,-10
Cc1ccc(CN2CCNC(=O)C2CC(=O)NCCCn2nnc3ccccc32)cc1 (stereo not given),0.9,7,-5,-3,-4,-4,6,3,-4,6
COc1ccc(CN(C)S(=O)(=O)c2nnc(NC(=O)c3cccc(F)c3)s2)cc1OC,-0.3,0,0,-2,-16,-1,57*,1,-2,-11
C=CCCC(=O)N1CCCC(C(=O)c2cccc(OC)c2)C1 (stereo not given),-2.2,6,-5,-1,-2,11,-11,1,1,0
O=C(Nc1ccccc1)OCC1COC(c2ccccc2)(c2ccccc2)O1 (stereo not given),1.5,-6,2,-3,-27,2,5,6,6,-51
N#CC1(c2ccccc2)CCC(=O)N1Cc1ccccc1 (stereo not given),-1.6,2,-5,-2,-1,2,0,-2,-2,0
O=C(Nc1cccc(Cl)c1)OCCOC(=O)Nc1cccc(Cl)c1,-0.1,0,-1,-1,-39,1,7,0,-2,-31
C[n+]1cc(-c2ccccc2)oc1-c1ccccc1,-1.0,7,0,2,0,-2,-1,1,-1,3
CCOc1ccc(CCNC(=O)COC(=O)c2cccnc2Cl)cc1OCC,-1.2,3,6,2,-3,-3,2,4,15,0
c1cc(CNCCCN2CCOCC2)ccn1,-0.1,0,-6,-1,0,-3,1,0,-2,0
O=C(COC(=O)/C=C/c1ccc(F)cc1)NC1CCCC1,0.9,-2,4,-8,6,-6,-5,2,6,-8
Cc1c(Cl)cccc1Nc1ncccc1C(=O)O,-0.8&-2.4,-6&0,3&-6,i,0&1,-6&-3,2&5,4&-6,-1&-2,6&-3
O=C(Nc1nc2ccccc2s1)c1ccc2sc([C@H]3C[C@H](O)[C@@H](CO)O3)nc2c1,-0.1,-5,0,-2,·,-3,9,3,0,-14
Cc1ccc(CNC(=O)C2CCCN(S(=O)(=O)c3c(C)noc3/C=C/N(C)C)C2)cc1 (stereo not given),0.6,4,-7,3,-40,-3,18,-6,2,-7
Cc1ccccc1NC(=O)c1cc(=O)c2ccccc2o1,2.1,0,-1,2,-4,-2,-1,-2,-2,1
Cc1cccc(C(=O)OCC(=O)NCc2ccc(Cl)cc2)c1,-0.6,-7,-8,-1,-4,-8,1,0,-2,-1
O=C(Nc1ccc2c(c1)OCO2)c1cc(C2CCCCN2C(=O)c2ccccc2)on1 (stereo not given),1.4,-6,2,-5,·,0,1,7,-1,1
Cc1cccc(OCC(=O)Nc2ccc(C(=O)O)cc2NC(=O)COc2cccc(C)c2)c1,0.1,6,-6,-3,-1,1,50*,4,-1,-8
O=C(NCC1COc2ccccc2O1)c1ccc(NC(=O)C2CCCO2)cc1 (stereo not given),3.1,-1,5,5,8,-7,-2,3,2,-8
S=C(Nc1ccc(Oc2ccccc2)cc1)N1CCOCC1,1.5,-6,2,-6,-3,-6,1,1,4,2
COc1ccc(OC)c(S(=O)(=O)NCc2ccccc2)c1,0.5,1,4,0,-10,5,2,2,1,2
Cc1cc(C)c(NC(=O)CNC(=O)COC(=O)Cc2ccccc2C)c(C)c1,0.0,0,2,0,23,-3,1,-2,0,4
COc1ccc(C)cc1NC(=O)CSc1nnc2ccc(-c3cccnc3)nn12,0.4,-3,2,2,7,0,-3,-3,-1,-2
CCC(C)N(C(=O)COC(=O)c1nc2nc(C)cc(C)n2n1)C1CCS(=O)(=O)C1 (stereo not given),-0.6,0,-6,-5,3,2,-5,3,0,-2
O=C(NCc1cccs1)c1ccc(N2CCCC2=O)cc1,1.3,1,2,3,2,2,-5,2,2,5
COc1ccc(C2(CNC(=O)c3cc(OC)c(OC)c(OC)c3)CCCC2)cc1OC,-0.5,2,-2,-4,0,-9,-7,-5,0,-7
CS(=O)(=O)c1ccc(CNC(=O)[C@]2(C(F)(F)F)C[C@H](CCc3ccccc3)CCCO2)cc1,0.5,1,-2,-2,-21,-2,5,1,0,-10
CN(C)S(=O)(=O)c1ccc2nc(NC(=O)c3cccs3)sc2c1,1.8,1,2,-1,-3,-5,14,3,4,-23
CCc1ccc2[nH]c(=O)c(CN(CCN(C)C)C(=O)Nc3ccccc3)cc2c1,1.2,2,2,0,-2,-1,-5,-2,-3,0
COc1ccc(N(CC(=O)NCC(C)C)S(=O)(=O)c2ccccc2)cc1,-1.0,-3,5,-5,4,1,-6,5,1,5
CC(=Nc1ccccc1C(F)(F)F)c1ccncc1,0.0,11,-1,1,-1,1,0,3,1,1

# Some of the entries so far, with values under each structure:
# Below each compound: PG9 binder, TCR CD3 inh, MBD2 inh, LEDGF integ inh, HTRA1 inh, Rev-erbA mod, rCAG binder, PRMT1 inh, UHRF1 MBD2 ctr, mABHD4 FP
- S=C(Nc1ccc(Oc2ccccc2)cc1)N1CCOCC1
  1.5, -6, 2, -6, -3, -6, 1, 1, 4, 2
- COc1ccc(OC)c(S(=O)(=O)NCc2ccccc2)c1
  0.5, 1, 4, 0, -10, 5, 2, 2, 1, 2
- Cc1cc(C)c(NC(=O)CNC(=O)COC(=O)Cc2ccccc2C)c(C)c1
  0.0, 0, 2, 0, 23, -3, 1, -2, 0, 4

# Next section.
SMILES,PG9 binder,TCR CD3 inh,MBD2 inh,LEDGF integ inh,HTRA1 inh,Rev-erbA mod,rCAG binder,PRMT1 inh,UHRF1 MBD2 ctr,mABHD4 FP
Cc1nn(Cc2ccccc2)c2c1C(c1ccncc1)C(C#N)=C(N)O2 (stereo not given),-2.8,0,-5,-3,9,0,0,0,-5,0
COc1cccc(CNS(=O)(=O)c2cc3c(cc2Br)CC(C)N3C(C)=O)c1 (stereo not given),·,·,-4,-1,·,-6,3,1,1,4
CCc1ccc(C(=O)NNc2cc(Cl)ccc2Cl)cc1,1.6,-7,-2,2,-8,1,-3,0,0,-13
CC1(C)CC(NC(=S)NC(=O)c2cc(Br)ccc2Cl)CC(C)(C)N1,-0.9,0,-2,-2,-5,1,2,-2,-2,-4
CN(C)C(=O)c1cn(-c2ccccc2)c(=O)c2ccccc12,0.5,8,1,-2,0,-1,-2,-1,0,-2
CCc1nnc(NC(=O)c2ccc(COc3ccccc3)o2)s1,0.4,0,6,4,0,-5,-2,1,9,4
